Bioassay records (PubChem)
Rin1-Abl PPI inh = blocks binding of human Rin1 to Abl. TR-FRET Rin1/Abl binding, biochemical. inhibition, % at 7.35 µM. actives 0.4% (n = 360,000); in the data active = inhibition above about 5%, passing the limit was not always enough
MT1-MMP act inh = MT1-MMP (human) activation inhibition. P50281. AID 651647. actives 0.061% (n = 360,000). HT1080 RFP-PRO-GFP cells, GFP/RFP ratio fluorescence, overnight; percent of plate control window, DMSO zero. GFP/RFP ratio change, % at 20 µM;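 active = GFP/RFP ratio change of at least 30% with cell ATP level not reduced by more than half and red fluorescence within 50% of control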; also: strong numbers were not always called active
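Material – HT1080 RFP-PRO-GFP cells · Control set – DMSO wells and RFP-L50D-GFP cells · Incubation – overnight cell settling, then overnight compound exposure, 37 °C, 5% CO2 · Compound dosing – single-point 20 µM compound, 1% DMSO · Read-out – GFP/RFP fluorescence ratio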
PABP1 MLLE inh = blocks PAM2 peptide binding to the PABP1 MLLE domain; GST-MLLE / FITC-PAM2 fluorescence polarization; actives 0.36% (n = 360,000); inhibition, % at 20 µM; P11940; in the data active = inhibition above about 35%, passing the limit was not always enough;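 also: plate controls were DMSO wells with GST-MLLE for no effect and wells lacking GST-MLLE protein for full effect; some results filed as inactive read as strong as hits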
Target sequence (P11940 whole entry, looked up, the tested form may be a part): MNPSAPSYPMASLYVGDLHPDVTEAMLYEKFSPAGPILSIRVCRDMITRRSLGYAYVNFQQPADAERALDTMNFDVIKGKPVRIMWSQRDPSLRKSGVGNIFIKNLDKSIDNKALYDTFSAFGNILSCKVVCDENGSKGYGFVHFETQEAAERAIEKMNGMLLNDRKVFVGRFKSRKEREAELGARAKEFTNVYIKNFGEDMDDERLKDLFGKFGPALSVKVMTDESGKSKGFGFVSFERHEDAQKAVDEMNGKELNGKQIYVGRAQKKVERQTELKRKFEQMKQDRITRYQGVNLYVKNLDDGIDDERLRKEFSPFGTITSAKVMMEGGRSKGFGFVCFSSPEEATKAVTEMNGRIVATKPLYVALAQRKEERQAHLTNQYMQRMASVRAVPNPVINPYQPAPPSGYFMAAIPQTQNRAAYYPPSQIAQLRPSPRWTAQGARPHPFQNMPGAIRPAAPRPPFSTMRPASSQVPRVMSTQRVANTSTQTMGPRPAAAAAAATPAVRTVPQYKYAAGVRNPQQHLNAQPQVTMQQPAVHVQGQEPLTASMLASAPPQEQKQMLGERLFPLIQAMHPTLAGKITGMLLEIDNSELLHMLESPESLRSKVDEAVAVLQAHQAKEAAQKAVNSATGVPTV
FAS-TE inh = inhibitors of human fatty acid synthase thioesterase domain. AID 602261. recombinant FAS-TE, OMFH fluorogenic substrate, fluorescence endpoint. actives 0.67% (n = 360,000). inhibition, % at 15 µM;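 active = compounds whose normalised, plate-corrected inhibition of enzyme fluorescence in the single-dose primary screen is 50% or more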;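 also: 0% = DMSO with enzyme and 100% = substrate without enzyme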
CSN inh = CSN deneddylation inhibition; Purified CSN, SCF-Nedd8-OG deneddylation, fluorescence polarization; inhibition, % at 12.5 µM; actives 0.38% (n = 360,000);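 active = pattern-corrected inhibition above about 35%, with an unprinted fluorescence ratio check between 0.5 and 1.5, limit read from the data, passing the limit was not always enough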;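 also: 0% = enzyme with substrate and 100% = substrate without enzyme; some results filed as inactive read as strong as hits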
Target sequence (Q92905 whole entry, looked up, one chain of several): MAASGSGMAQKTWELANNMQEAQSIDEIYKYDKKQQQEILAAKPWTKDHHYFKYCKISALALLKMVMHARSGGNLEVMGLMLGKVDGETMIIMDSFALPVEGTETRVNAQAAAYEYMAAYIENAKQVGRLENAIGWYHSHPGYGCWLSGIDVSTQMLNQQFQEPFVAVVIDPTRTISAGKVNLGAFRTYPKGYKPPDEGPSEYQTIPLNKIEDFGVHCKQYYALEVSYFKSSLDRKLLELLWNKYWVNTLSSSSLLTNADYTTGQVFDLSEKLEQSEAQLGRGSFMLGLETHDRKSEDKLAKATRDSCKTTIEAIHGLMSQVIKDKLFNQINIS
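Detection – fluorescence polarization · System – HEK293T-derived human Csn5 enzyme · Controls – substrate-only high control, full reaction low control · Timing – 90 min, room temperature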
eLon inh = inhibits E. coli Lon protease; purified E. coli Lon protease, fluorescence polarization; inhibition, % at 7.94 µM; actives 0.42% (n = 360,000); AID 602123; in the data active = inhibition above about 13%, passing the limit was not always enough;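 also: 0% = enzyme with probe and DMSO and 100% = no enzyme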
Rpn11 block = inhibitors of human proteasome Rpn11; calls only at 20 µM; actives 0.59% (n = 360,000); O00487; human 26S proteasome, Ub4-pepOG fluorescence polarization; 20S core pre-blocked with epoxomicin; AID 588493;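 active = inhibition at 20 µM, scaled to each plate's controls, above about 33%, limit read from the data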
MsrA inh = inhibitors of bovine MsrA; inhibition, % at 15.5 µM; purified bovine MsrA, absorbance read-out; actives 0.75% (n = 360,000); in the data active = inhibition above about 4.5%;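 also: 0% = vehicle wells with enzyme and 100% = reference inhibitor wells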
MsrA act = activators of bovine methionine sulfoxide reductase A; purified bovine MsrA, absorbance read-out; actives 0.3% (n = 360,000); activation, % at 10.6 µM; in the data active = activation above about 7.5%;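 also: 0% = vehicle and 100% = reference activator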
Numbers without * were called inactive; i = inactive; . = no result given; + = active, no number. An unsorted share of the library; overall some 3.7% were active at least once.

[1] O=C(COC(=O)c1ccccc1O)NCc1ccc2c(c1)OCO2
[2] Cc1cccc(C(C)(C)C)c1OCCn1ccnc1
[3] CC(NC(=O)CCCc1ccccc1)c1ccncc1 (stereo not given)
[4] Cc1ccc(N(CC(=O)NCCSCc2ccco2)S(=O)(=O)c2ccc(C)cc2)cc1
[5] O=[N+]([O-])c1ccc(C(=Nc2cccc3ccccc23)N2CCOCC2)cc1
[6] CCC(=O)Nc1cccc(NC(=O)CSc2nc3c(c(=O)n(C)c(=O)n3C)n2C)c1
screen / no. | 1 | 2 | 3 | 4 | 5 | 6
Rin1-Abl PPI inh | 4 | 3 | -1 | 0 | -2 | 2
MT1-MMP act inh | 5 | -5 | 2 | -9 | -4 | 5
PABP1 MLLE inh | -3 | -4 | -8 | -15 | 8 | -1
FAS-TE inh | -1 | -10 | -2 | 16 | 20 | -3
CSN inh | 1 | 2 | -4 | 1 | 7 | 0
eLon inh | -7 | -10 | 0 | -2 | 3 | -8
Rpn11 block | i | i | i | + | i | i
MsrA inh | -0.5 | -0.3 | 1.6 | -0.6 | -0.1 | -1.4
MsrA act | -5 | -8 | -5 | -1 | -7 | -3

[7] Cc1ccccc1SCC(=O)NC1CCOC1=O (stereo not given)
[8] CCCCC1Cc2[nH][nH]c(=O)c2C(c2ccc(F)cc2)O1 (stereo not given)
[9] CC(C)NC(=S)NNc1nc2ccccc2s1
[10] COc1ccc(C2=NN(c3ccccc3)C(c3cn(CCC(=O)O)nc3-c3ccccc3)C2)cc1 (stereo not given)
[11] O=[N+]([O-])c1ccccc1O[C@@H]1O[C@H](CO)[C@H](O)[C@H](O)[C@H]1O
[12] COc1ccc(C(=O)N2CCCCCC2)cc1OC1CCN(C(C)=O)CC1
screen / no. | 7 | 8 | 9 | 10 | 11 | 12
Rin1-Abl PPI inh | -2 | . | -4 | -2 | -3 | 3
MT1-MMP act inh | -1 | 7 | 3 | 6 | 1 | -1
PABP1 MLLE inh | 40* | . | 3 | -6 | 21 | 2
FAS-TE inh | -8 | -12 | -4 | -7 | -2 | -4
CSN inh | 2 | -3 | -4 | -4 | -1 | -1
eLon inh | -10 | 0 | 0 | -5 | 2 | 6
Rpn11 block | i | . | i | i | i | i
MsrA inh | 0.9 | 0.1 | 0.9 | -0.5 | -0.1 | -1.7
MsrA act | -1 | -1 | -1 | -4 | -6 | -2

[13] CCN1CCN(Cc2cc(=O)oc3cc4c(cc23)CCC4)CC1
[14] Nc1c(C(=O)CSc2nccn2-c2cccc(F)c2)c(=O)[nH]c(=O)n1C1CC1
[15] C=CCNC(=O)NC(=O)CSc1nc2cc([N+](=O)[O-])ccc2n1-c1cccc(C(F)(F)F)c1
[16] COc1ccc(NC(=O)c2oc3cc(C)c(C)cc3c2C)c(OC)c1
[17] CCc1cc(C=NC2CCCCC2)c(O)s1
[18] N#Cc1cccc(NC(=O)c2cc(C3CCCCN3C(=O)c3ccccn3)on2)c1 (stereo not given)
screen / no. | 13 | 14 | 15 | 16 | 17 | 18
Rin1-Abl PPI inh | -2 | 1 | 0 | -1 | -2 | -1
MT1-MMP act inh | -9 | -2 | 4 | 1 | 1 | -1
PABP1 MLLE inh | 1 | -33 | -126 | 3 | 35 | 15
FAS-TE inh | -4 | -4 | 3 | 0 | -2 | -10
CSN inh | 1 | -1 | -3 | 4 | 5 | 2
eLon inh | 0 | 10 | 1 | -9 | 4 | -3
Rpn11 block | i | i | i | i | i | i
MsrA inh | 3.2 | 0.5 | -0.9 | -0.5 | 0.9 | -1.3
MsrA act | -3 | -3 | -3 | -9 | -5 | -1

[19] COc1ccc(NC(=O)COC(=O)c2ccccc2SCC(=O)N2CCCC2)cc1
[20] CCCCN1CC(C(=O)NCc2ccc(C)cc2)CC1=O (stereo not given)
[21] CN(C)S(=O)(=O)c1ccc(Cl)c(C(=O)NCc2ccco2)c1
[22] Cc1ccc(S(=O)(=O)N2CCOCC2)cc1NC(=O)CNC1CCCC1
[23] CCOC(=O)c1sc(NC(=O)CCN2CCN(C)CC2)c(C(=O)OCC)c1C
[24] CCN(NC(=O)C(O)(c1ccc(F)cc1)c1ccc(F)cc1)C(=O)c1ccccc1
screen / no. | 19 | 20 | 21 | 22 | 23 | 24
Rin1-Abl PPI inh | 2 | 3 | 0 | -1 | -8 | -5
MT1-MMP act inh | 0 | -2 | -9 | 1 | -6 | 0
PABP1 MLLE inh | 20 | 3 | 6 | 9 | -8 | 9
FAS-TE inh | -4 | -9 | -7 | -2 | 2 | -6
CSN inh | 4 | -5 | -2 | -1 | -2 | -11
eLon inh | -14 | -1 | 4 | -5 | 3 | -6
Rpn11 block | i | i | i | i | i | i
MsrA inh | -0.2 | 0.3 | . | -0.9 | 0.1 | -0.1
MsrA act | 0 | -2 | -4 | 0 | -6 | 1

[25] COC(=O)c1ccccc1NC(=O)c1ccc(-c2ccc(Br)cc2)o1
[26] O=S(=O)(c1ccc(Br)cc1)N1CCC(c2nc3ccccc3[nH]2)CC1
[27] Nc1nc(Br)c2c(F)cccc2c1-c1ccc(F)cc1
[28] CNC(=S)N(Cc1cc2cc(OC)c(OC)cc2[nH]c1=O)C1CCCC1
[29] C#CCOCCOCCOCCNc1nc(N2CCN(C(=O)[C@H]([C@@H](C)CC)n3cc([C@@H](N)Cc4ccc(O)cc4)nn3)CC2)nc(N2CCN(C(=O)[C@H]([C@@H](C)CC)n3cc([C@@H](N)Cc4ccc(O)cc4)nn3)CC2)n1
[30] CCCCNS(=O)(=O)c1ccc(NC(=O)Cc2ccc(OC)cc2)cc1
screen / no. | 25 | 26 | 27 | 28 | 29 | 30
Rin1-Abl PPI inh | 1 | 4 | -2 | -2 | 3 | 3
MT1-MMP act inh | -2 | -4 | -5 | -2 | 6 | 3
PABP1 MLLE inh | 2 | 16 | -11 | -82 | 3 | 3
FAS-TE inh | 7 | 4 | 20 | -3 | -9 | 3
CSN inh | -1 | 1 | 9 | 3 | -3 | -3
eLon inh | -14 | 0 | -5 | 9 | 1 | -2
Rpn11 block | i | i | i | i | i | i
MsrA inh | -1.4 | -0.4 | 1.2 | 1.9 | -2.4 | 1.9
MsrA act | -3 | -1 | 0 | -4 | 0 | 0

[31] COC(=O)c1sc(S(=O)(=O)N2CCN(c3ccccc3F)CC2)c(C(=O)OC)c1C
[32] COc1ccccc1OCc1ccc(C(=O)N2CCN3CCCC3C2)cc1 (stereo not given)
[33] NCCCCCc1nnc(SCc2ccc(Cl)cc2Cl)o1
[34] COc1cccc(C(=O)N(Cc2cccs2)C2CCS(=O)(=O)C2)c1 (stereo not given)
[35] CCCCC[C@H](C)N1C[C@@H](COCc2ccccc2)Oc2cc(N3CCC[C@H]3CO)ccc2S1(=O)=O
[36] O=C1NC(=O)C(c2ccc(Cl)cc2Cl)N1 (stereo not given)
screen / no. | 31 | 32 | 33 | 34 | 35 | 36
Rin1-Abl PPI inh | -1 | 6 | 4 | -1 | . | 3
MT1-MMP act inh | 0 | -4 | 4 | -2 | 6 | -1
PABP1 MLLE inh | -5 | 13 | 6 | -5 | . | 1
FAS-TE inh | 30 | -4 | -8 | -4 | 20 | -15
CSN inh | -2 | 2 | 3 | -2 | 1 | -6
eLon inh | -12 | -8 | -5 | 4 | 3 | -9
Rpn11 block | i | i | i | i | . | i
MsrA inh | -1.1 | 0.6 | -0.6 | -0.9 | 0.5 | 0.3
MsrA act | -1 | 2 | -11 | -1 | -2 | -2

[37] CCOC(=O)c1cc(CC)sc1/N=C/c1c(O)ccc2ccccc12
[38] Cn1nnc(NC(=S)NC(=O)c2ccco2)n1
[39] Cc1nc2ccc3nc(NC(=O)C4COc5ccccc5O4)sc3c2s1 (stereo not given)
[40] O=C(CSc1nnc(C2CC2)n1CC1CCCO1)Nc1ccccc1Cl (stereo not given)
[41] C=CCOc1c2ccc(C(=O)N(CC)c3ccc(OC)cc3)cc2nn1C
[42] Cc1c(C(=O)/C=C/N(C)C)nnn1-c1ccc(Cl)c(Cl)c1
[43] COc1cccc(CC(NC(C)=O)C(=O)NC2CCN(S(=O)(=O)c3ccc(NC(C)=O)cc3)CC2)c1OC (stereo not given)
[44] CC(=O)Nc1cccc(NS(=O)(=O)c2ccc3c(c2)CCC(=O)N3)c1
[45] COc1ccc(/C=C\c2nc(O)c([N+](=O)[O-])c(=O)[nH]2)cc1O
screen / no. | 37 | 38 | 39 | 40 | 41 | 42 | 43 | 44 | 45
Rin1-Abl PPI inh | -3 | -1 | -1 | 2 | 1 | -4 | 4 | 5 | -3
MT1-MMP act inh | 5 | 1 | 0 | 3 | 2 | -4 | 2 | -2 | 4
PABP1 MLLE inh | 22 | 30 | -16 | 6 | -1 | -10 | 14 | -5 | 7
FAS-TE inh | -6 | -10 | 12 | -5 | -10 | -4 | -6 | -6 | -7
CSN inh | 3 | -15 | 2 | -1 | 2 | 2 | -7 | 4 | 5
eLon inh | -9 | -3 | -4 | -16 | 2 | -21 | 0 | 5 | -3
Rpn11 block | i | i | i | i | i | i | i | i | i
MsrA inh | -0.4 | -0.3 | -0.6 | -0.2 | -0.3 | 1.0 | -0.5 | 0.3 | 2.7
MsrA act | -3 | -7 | 0 | 0 | -2 | -4 | 1 | 0 | 1

Entries shown so far that have an aryl methoxy group:
[10] COc1ccc(C2=NN(c3ccccc3)C(c3cn(CCC(=O)O)nc3-c3ccccc3)C2)cc1 (stereo not given)
[12] COc1ccc(C(=O)N2CCCCCC2)cc1OC1CCN(C(C)=O)CC1
[16] COc1ccc(NC(=O)c2oc3cc(C)c(C)cc3c2C)c(OC)c1
[19] COc1ccc(NC(=O)COC(=O)c2ccccc2SCC(=O)N2CCCC2)cc1
[28] CNC(=S)N(Cc1cc2cc(OC)c(OC)cc2[nH]c1=O)C1CCCC1
[30] CCCCNS(=O)(=O)c1ccc(NC(=O)Cc2ccc(OC)cc2)cc1
[32] COc1ccccc1OCc1ccc(C(=O)N2CCN3CCCC3C2)cc1 (stereo not given)
[34] COc1cccc(C(=O)N(Cc2cccs2)C2CCS(=O)(=O)C2)c1 (stereo not given)
screen / no. | 10 | 12 | 16 | 19 | 28 | 30 | 32 | 34
Rin1-Abl PPI inh | -2 | 3 | -1 | 2 | -2 | 3 | 6 | -1
MT1-MMP act inh | 6 | -1 | 1 | 0 | -2 | 3 | -4 | -2
PABP1 MLLE inh | -6 | 2 | 3 | 20 | -82 | 3 | 13 | -5
FAS-TE inh | -7 | -4 | 0 | -4 | -3 | 3 | -4 | -4
CSN inh | -4 | -1 | 4 | 4 | 3 | -3 | 2 | -2
eLon inh | -5 | 6 | -9 | -14 | 9 | -2 | -8 | 4
Rpn11 block | i | i | i | i | i | i | i | i
MsrA inh | -0.5 | -1.7 | -0.5 | -0.2 | 1.9 | 1.9 | 0.6 | -0.9
MsrA act | -4 | -2 | -9 | 0 | -4 | 0 | 2 | -1

[41] C=CCOc1c2ccc(C(=O)N(CC)c3ccc(OC)cc3)cc2nn1C
[43] COc1cccc(CC(NC(C)=O)C(=O)NC2CCN(S(=O)(=O)c3ccc(NC(C)=O)cc3)CC2)c1OC (stereo not given)
[45] COc1ccc(/C=C\c2nc(O)c([N+](=O)[O-])c(=O)[nH]2)cc1O
screen / no. | 41 | 43 | 45
Rin1-Abl PPI inh | 1 | 4 | -3
MT1-MMP act inh | 2 | 2 | 4
PABP1 MLLE inh | -1 | 14 | 7
FAS-TE inh | -10 | -6 | -7
CSN inh | 2 | -7 | 5
eLon inh | 2 | 0 | -3
Rpn11 block | i | i | i
MsrA inh | -0.3 | -0.5 | 2.7
MsrA act | -2 | 1 | 1
